# Source: PubChem BioAssay (Icahn School of Medicine at Mount Sinai)
# RBX1-CUL1 inh = blocks human RBX1-Cullin-1 di-ubiquitin formation. in vitro K48 di-Ub FRET, acceptor:donor ratio, 45 min. inhibition, % at 10 µM. 140,000 tested, 0.6% active. AID 1347404; in the data active = inhibition above about 25%
# Target sequence (P62877 whole entry, looked up): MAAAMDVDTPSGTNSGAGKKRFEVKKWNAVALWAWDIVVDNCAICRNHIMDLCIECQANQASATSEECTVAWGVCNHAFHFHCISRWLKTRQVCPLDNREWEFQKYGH
# Target sequence (Q13616 whole entry, looked up): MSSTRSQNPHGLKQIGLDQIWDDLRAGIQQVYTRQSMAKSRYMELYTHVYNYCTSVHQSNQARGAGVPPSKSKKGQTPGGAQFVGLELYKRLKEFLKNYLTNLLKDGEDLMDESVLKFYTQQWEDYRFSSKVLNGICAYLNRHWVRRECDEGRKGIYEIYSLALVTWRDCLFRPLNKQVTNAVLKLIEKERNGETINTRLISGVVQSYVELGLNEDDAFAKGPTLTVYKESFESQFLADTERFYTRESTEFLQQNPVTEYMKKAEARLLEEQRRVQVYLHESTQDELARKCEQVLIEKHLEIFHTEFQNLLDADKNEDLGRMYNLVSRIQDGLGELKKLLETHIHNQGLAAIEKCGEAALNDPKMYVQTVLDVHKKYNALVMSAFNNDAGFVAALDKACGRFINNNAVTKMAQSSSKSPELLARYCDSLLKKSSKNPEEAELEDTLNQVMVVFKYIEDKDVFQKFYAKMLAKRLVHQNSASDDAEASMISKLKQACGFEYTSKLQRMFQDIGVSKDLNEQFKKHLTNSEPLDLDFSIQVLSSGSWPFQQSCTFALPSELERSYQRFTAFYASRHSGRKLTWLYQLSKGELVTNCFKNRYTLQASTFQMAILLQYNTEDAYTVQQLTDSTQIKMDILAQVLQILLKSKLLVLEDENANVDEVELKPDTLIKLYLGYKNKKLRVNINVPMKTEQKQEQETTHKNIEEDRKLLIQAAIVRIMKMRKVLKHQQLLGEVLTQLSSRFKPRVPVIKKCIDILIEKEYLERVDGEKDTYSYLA
# An asterisk follows results filed as active. This is a subset, so the mix of outcomes need not match the whole.
# A first look:
SMILES,RBX1-CUL1 inh
COc1ccc(Cl)cc1NC(=O)NCCn1c(=O)oc2ccc(C)cc21,0
COc1cccc(NC(=O)CN(Cc2ccc(Cl)c(Cl)c2)S(=O)(=O)c2ccccc2)c1,-1
COc1ccc2ccccc2c1CS(=O)Cc1c(OC)ccc2ccccc12,10
CN1C[C@@H]2C[C@@H](c3cnn(-c4ccccc4)c3)N3CCC[C@@]23C1=O,-2
COc1ccc(C(=O)N2CCCCO2)cc1OC1CCN(C(C)=O)CC1,-2
COC(=O)CCC(=O)N1CCC2(CCCN(Cc3cccc(OC)c3OC)C2)C1 (stereo not given),-7
Cc1ccc(C2CC2c2n[nH]c(=S)n2-c2cccc(Cl)c2)cc1 (stereo not given),2
Cc1nc(CCN(C)C(=O)c2ccc(C3CCCN3)s2)no1 (stereo not given),-4
CCCCSc1nnc2c(n1)OC(c1ccc(Br)s1)Nc1ccccc1-2 (stereo not given),2
CC(C)(C)OC(=O)N1CCC(c2c(C(=O)N3CCOCC3)cnn2-c2cccc(F)c2)CC1,-12
CCCC(=O)Nc1ccc(N2CCCCC2)c(F)c1,11
Cc1ccc(O)c(NC(=O)c2noc3c2CCCC3)c1,-4
O=C(NCc1ccccc1)c1nc(-c2ccc(Cl)cc2)n2c1CCCCC2,-9
CCOc1ccc(C2(C)CC(C)(C)N(C(C)=O)c3ccccc32)cc1 (stereo not given),-1
O=C(NCc1ccccc1)NC1c2ccccc2CSc2ccccc21 (stereo not given),0
Cc1ccccc1NC(=O)c1nc(S(C)(=O)=O)ncc1N(Cc1ccco1)Cc1sccc1C,-3
COc1ccc(-c2cc(C(=O)Nc3cc(C(F)(F)F)ccc3Cl)no2)cc1,4
O=C1/C(=C/c2ccc(Br)o2)SC(=NCc2ccccc2)N1Cc1ccccc1,-3
COc1cccc(-c2ccc(NC(=O)C3CCCN3C(=O)C(C)(C)C)cc2)c1 (stereo not given),-2
Cc1ccccc1N1C(=O)C(=O)C(C(=O)c2ccc(Cl)cc2)C1c1ccccc1 (stereo not given),4

# The whole of this part, from the start:
SMILES,RBX1-CUL1 inh
COc1ccc(Cl)cc1NC(=O)NCCn1c(=O)oc2ccc(C)cc21,0
COc1cccc(NC(=O)CN(Cc2ccc(Cl)c(Cl)c2)S(=O)(=O)c2ccccc2)c1,-1
COc1ccc2ccccc2c1CS(=O)Cc1c(OC)ccc2ccccc12,10
CN1C[C@@H]2C[C@@H](c3cnn(-c4ccccc4)c3)N3CCC[C@@]23C1=O,-2
COc1ccc(C(=O)N2CCCCO2)cc1OC1CCN(C(C)=O)CC1,-2
COC(=O)CCC(=O)N1CCC2(CCCN(Cc3cccc(OC)c3OC)C2)C1 (stereo not given),-7
Cc1ccc(C2CC2c2n[nH]c(=S)n2-c2cccc(Cl)c2)cc1 (stereo not given),2
Cc1nc(CCN(C)C(=O)c2ccc(C3CCCN3)s2)no1 (stereo not given),-4
CCCCSc1nnc2c(n1)OC(c1ccc(Br)s1)Nc1ccccc1-2 (stereo not given),2
CC(C)(C)OC(=O)N1CCC(c2c(C(=O)N3CCOCC3)cnn2-c2cccc(F)c2)CC1,-12
CCCC(=O)Nc1ccc(N2CCCCC2)c(F)c1,11
Cc1ccc(O)c(NC(=O)c2noc3c2CCCC3)c1,-4
O=C(NCc1ccccc1)c1nc(-c2ccc(Cl)cc2)n2c1CCCCC2,-9
CCOc1ccc(C2(C)CC(C)(C)N(C(C)=O)c3ccccc32)cc1 (stereo not given),-1
O=C(NCc1ccccc1)NC1c2ccccc2CSc2ccccc21 (stereo not given),0
Cc1ccccc1NC(=O)c1nc(S(C)(=O)=O)ncc1N(Cc1ccco1)Cc1sccc1C,-3
COc1ccc(-c2cc(C(=O)Nc3cc(C(F)(F)F)ccc3Cl)no2)cc1,4
O=C1/C(=C/c2ccc(Br)o2)SC(=NCc2ccccc2)N1Cc1ccccc1,-3
COc1cccc(-c2ccc(NC(=O)C3CCCN3C(=O)C(C)(C)C)cc2)c1 (stereo not given),-2
Cc1ccccc1N1C(=O)C(=O)C(C(=O)c2ccc(Cl)cc2)C1c1ccccc1 (stereo not given),4
CC(C)CC(=O)Nc1ccc2c(c1)nc(CN1CCN(C)CC1)n2C,2
Cc1cccc(C)c1NC(=O)CSc1nnc(-c2ccccc2)c(-c2ccccc2)n1,10
Cc1cccc(COc2cccc(C3(C)NC(=O)NC3=O)c2)c1 (stereo not given),0
COC(=O)CSc1nnc(CC2CCCCC2)n1C,-8
CN(C)CC/C=C1\c2cc(Cl)ccc2Sc2cc(F)c(F)cc21,2
# (further entries)
SMILES,RBX1-CUL1 inh
COc1cc(NC(=O)Cn2nnc(-c3ccc(C(F)(F)F)cc3)n2)c(C(=O)O)cc1OC,7
Brc1ccsc1-c1ccsc1C1OCCO1,1
CCOc1cc(C2NC(=S)N=C(C)C2C(=O)OC(C)C)ccc1O (stereo not given),0
O=C(O)CCCN1C(=O)C(=O)C(C(=O)c2ccc(F)cc2)C1c1ccc(Cl)cc1Cl (stereo not given),-7
CCN(Cc1ccccc1)C(=O)c1c(C)oc2ncn(C)c(=O)c12,9
Cc1nn(C(=O)c2c([N+](=O)[O-])cnn2C)c(C)c1Cl,4
COc1cc(OC)c(NC(=O)c2nn(-c3ccc(C)cc3)c(=O)c3c2c2ccccc2n3C)cc1Cl,-9
Cc1c([C@@H]2C[C@H]3CN(C)C(=O)[C@]34CCCN24)[nH]c2c(Cl)cccc12,-5
CCCc1ccc(Oc2nnnn2-c2ccc(C(=O)O)cc2)cc1,10
COc1ccc(NC(=O)Cn2c(=O)n(CCCC(=O)NCc3ccccc3Cl)c(=O)c3ccccc32)c(OC)c1,-3
CCCN1CC=C2C(C1)C(c1ccsc1)C(C#N)C(=N)C2(C#N)C#N (stereo not given),4
COc1ccc(Cl)cc1NC(=O)Cc1ccc(NC(=O)N2CCCCc3ccccc32)cc1,-4
COC(=O)Cn1c(SCCOc2ccccc2Cl)nc2ccccc21,3
CCOC(=O)c1c2c(n3ccccc13)C(=O)c1ccccc1C2=O,-1
CCOc1ccc(C(C2C(=O)C=C(C)N(Cc3ccco3)C2=O)N2CCN(c3ccccc3)CC2)cc1 (stereo not given),12
CC1=C(C#N)C(=O)NC(=O)C1C=NNc1cccc(C(F)(F)F)c1 (stereo not given),4
O=C(NCCc1ccc(Cl)cc1)c1ccc2c(c1)N(Cc1ccccc1F)C(=O)c1ccccc1S2(=O)=O,-3
COc1ccc(-n2c(/C=C/c3c(C)[nH]c4ccccc34)nc3ccccc3c2=O)cc1,9
CCOc1ccc(NC(=O)CSc2oc(-c3ccc(F)cc3)nc2S(=O)(=O)c2ccc(C)cc2)cc1,-9
CC(C)(C)NCc1cccc(Oc2nnnn2-c2ccccc2)c1,6
O=C(O)C1C2C=CC(O2)C1C(=O)N1CCc2ccccc2C1 (stereo not given),1
CCC(=O)N1CCc2cc(Br)cc(S(=O)(=O)CCC(=O)NCc3ccc(Cl)cc3)c21,-10
O=S(=O)(NCC(c1ccco1)N1CCN(c2ccc(F)cc2)CC1)c1ccccc1 (stereo not given),-6
Cn1c(=O)n(C)c2cc(/C=C3/SC(=O)N(CC(=O)N4CCOCC4)C3=O)ccc21,3
CN(C(=O)c1ccccn1)C(Cc1ccccc1)C1CCN(C(=O)c2cc3ccccc3oc2=O)CC1 (stereo not given),-4

# Three of the entries above in order of their number in RBX1-CUL1 inh, low to high:
SMILES,RBX1-CUL1 inh
O=S(=O)(NCC(c1ccco1)N1CCN(c2ccc(F)cc2)CC1)c1ccccc1 (stereo not given),-6
COC(=O)Cn1c(SCCOc2ccccc2Cl)nc2ccccc21,3
COc1ccc(-n2c(/C=C/c3c(C)[nH]c4ccccc34)nc3ccccc3c2=O)cc1,9

# Carrying on.
SMILES,RBX1-CUL1 inh
Cc1cc2oc(=O)c(CC(=O)O)c(C)c2c2occ(-c3ccc(F)cc3)c12,5
Cc1oc2ncn(C)c(=O)c2c1C(=O)N1CCN(c2cccc(C(F)(F)F)c2)CC1,-10
Cc1ccccc1N1C(=O)C(=Cc2ccc(N3CCOCC3)cc2)C(=O)N(c2ccccc2C)C1=S,-3
CCCCNc1nc(N)c2nccnc2n1,-2
CN(Cc1ccc2nccnc2c1)C1CCN(c2cccc(NC(=O)CCCc3ccccc3)c2)CC1,-2
COC(=O)c1cccc(COc2ccc3ccccc3c2)c1,0
Cc1nccn1-c1ccc(NC(=O)C2CCCN2C)cc1 (stereo not given),9
CCC(Oc1ccccc1)C(=O)N1CCC(C(=O)OC)CC1 (stereo not given),0
Cc1ccc(CSc2nnc(CCNC(=O)OC(C)(C)C)o2)cc1,-15
Cc1ccc2occ(/C=C(\C(=O)O)c3cccc4ccccc34)c(=O)c2c1,-9
COc1ccccc1Nc1nc(N)nc(N)c1S(=O)(=O)c1ccccc1,-19
CC1=C(n2nnc([N+](=O)[O-])n2)C(c2cccnc2)C(C#N)C(=N)O1 (stereo not given),-1
O=C(CCc1cccnc1)N1CCCC(CCc2ccc(F)c(F)c2)C1 (stereo not given),6
CCC1CCCCN1C1=C(Cl)C(=O)N(c2ccc(OC)cc2)C1=O (stereo not given),7
COc1ccc(NC(=O)C(=O)NCCc2csc3nc(-c4ccccc4F)nn23)cc1OC,-10
N=c1n(CCN2CCCCC2)c2ccccc2n1CC(=O)c1cccs1,5
COc1ccc(CNC(=O)CN(c2ccc(OC)c(Cl)c2)S(C)(=O)=O)cc1,12
COc1ccc(C2OCC3(CO2)SC(=O)NC3=O)cc1OC (stereo not given),6
COc1cc(OC)cc(C(=O)N(C(=O)c2cc(OC)cc(OC)c2)c2ncccc2C)c1,-2
O=C(C1=NOC2C3CCC(C3)C12)c1ccccc1 (stereo not given),1
COc1ccc(/C=N/NC(=O)c2n[nH]c3c2CCCC3)cc1O,-7
Cc1[nH]c2ccccc2c1/C=N/NC(=O)c1cc2c(ccc3ccccc32)o1,5
COc1ccccc1N1CCN(C(=O)c2cnn(C(C)(C)C)c2C2CCN(C(=O)OC(C)(C)C)CC2)CC1,-3
Cc1ccsc1CN1CCC(n2cc(C(O)c3ccccc3)nn2)CC1 (stereo not given),6
CCCCOc1ccc(CNC(=O)c2ccc(NC(=O)N3CCCCc4ccccc43)cc2)cc1,0
# Continued.
SMILES,RBX1-CUL1 inh
O=C(Cc1ccc(F)cc1)Nc1cc(Sc2nc3ccccc3s2)cc([N+](=O)[O-])c1,5
O=C(c1c(F)cccc1F)N1CCN(S(=O)(=O)c2cccs2)CC1,-1
Cc1noc(C)c1C(=O)NCC1CCCCC1,6
O=C(NCC1CCCO1)c1cc([N+](=O)[O-])cc([N+](=O)[O-])c1 (stereo not given),4
O=S(=O)(/C=C/c1ccccc1)c1ccc(Br)cc1,3
O=c1/c(=C/c2ccc(Br)cc2)sc2nnc(-c3ccccc3Cl)n12,3
O=C(Nc1ccc(OCCOc2ccccc2)cc1)c1ccncc1,2
CC(C)(C)c1[nH]nc(Nc2ccccc2)c1-n1cncn1,3
COc1ccccc1CNC(=O)Cc1csc2nc(-c3ccc(F)cc3)cn12,-5
CCCN1CCN(CC(=O)Nc2cccc(C)c2C)CC1,6
CO[C@H]1[C@H](NC(=O)c2cccs2)c2ccccc2C12CCN(Cc1c(F)ccc(F)c1F)CC2,7
Cn1c(Oc2ccc(Cl)c(Cl)c2Cl)cc(=O)n(C)c1=O,7
Cc1ccc(Cl)cc1N(C)C(=O)c1cn(C2CCCCC2)c(=O)c2c1c1ccccc1n2C,0
Cc1ccc(NC(=O)C(C)N2CCc3ccccc3C2)cc1 (stereo not given),2
Cc1nc(N2CCOCC2)c2c(C(=O)NCCc3ccccc3)c(C)oc2n1,7
Cc1cccc2cc(-c3ccccc3)c(-c3ccccc3)c[n+]12,-7
COc1ccc(C2C3=C(CCCC3=O)N(c3cccc(C)c3)C(=N)C2C#N)cc1OC (stereo not given),3
c1cc(CN2CCc3onc(-c4ccc5c(c4)OCO5)c3C2)co1,-9
CCOc1cc(C)c(S(=O)(=O)NC(C)C)cc1C(C)C,-2
CC(C)c1ccc2[nH]c3c(c2c1)CCC/C3=N\NC(=O)c1ccncc1,4
COc1cccc(CNC(=S)Nc2cc(OC)cc(OC)c2)c1,-2
COc1ccc(C2=C(SC)CC2=NC(C)(C)C)cc1,0
Cc1ccc(S(=O)(=O)ON/N=C/c2ccccc2)cc1,-1
NC(=O)c1c(-c2ccc(Cl)cc2)c(-c2ccc(Cl)cc2)cc2cccc[n+]12,5
O=C1N(CC2CC2)CCCC1(O)CNCC1(N2CCOCC2)CCCC1 (stereo not given),-2
# Remaining list, next part:
SMILES,RBX1-CUL1 inh
CC1(C)CC(=O)C2=C(C1)N(c1ccccc1Cl)C1=C(C2)C(=O)CC(C)(C)C1,6
CCCCN1C(=O)C(C(=O)c2nn[nH]n2)C(=O)c2ccccc21 (stereo not given),6
CC(C)(C)C1(O)NS(=O)(=O)c2cccc(Cl)c21 (stereo not given),-8
CCN(CC)CCCNC(=O)c1nn(-c2ccc(OC)c(Cl)c2)c(=O)c2c1c1ccccc1n2C,0
COC(=O)c1ccc(OC)c(Cn2c(=O)n(-c3cccc(Cl)c3)c(=O)c3c4c(sc32)CN(C(C)=O)CC4)c1,0
O=C1N=CC(c2cccnc2)C(=O)N1 (stereo not given),5
CCOC(=O)C1=C(C)N=c2s/c(=C/c3cc(Br)c(O)cc3O)c(=O)n2C1c1ccc(OCC)cc1 (stereo not given),66*
CC(SCc1ccccc1)C(=O)Nc1ccc(Cl)cc1 (stereo not given),0
Cc1ccc(C)c(N2CCN(C(=O)c3ccc4c(=O)n(CCc5ccccc5)c(=O)[nH]c4c3)CC2)c1,-8
C=CCNS(=O)(=O)c1ccc(C(=O)Nc2ccc(OC)cc2)cc1,14
COC(=O)c1c(-c2ccccc2)csc1NC(=O)CSc1ncnc2sc3c(c12)CCCC3,1
CCN(c1ccccc1)S(=O)(=O)c1nnc(NC(=O)COc2cccc(C)c2)s1,-7
COc1ccc(N2C(=O)/C(=C/c3ccccc3C(F)(F)F)SC2=S)cc1,2
COc1cc(C(=O)Oc2c(Sc3ccccc3)c(C)nn2-c2ccccc2)cc(OC)c1OC,-8
Cc1cc(N2CCC(C(=O)Nc3ccccc3Cl)CC2)n2nc(C)c(-c3ccc(Cl)cc3)c2n1,-3
COC(=O)C1=C(C)N=c2s/c(=C/c3ccc(F)cc3)c(=O)n2C1c1ccc(F)cc1 (stereo not given),5
COc1cccc(CNC(=O)CCS(=O)(=O)c2cc3c(cc2C)NC(=O)CO3)c1,-6
